# Bioassay records from PubChem.
# CDK5 p35 inh = blocks human CDK5/p35 kinase activity; Q00535+Q15078; Recombinant CDK5/p35, ADP-Glo luminescence, 60 min; inhibition, % at 10 µM; actives 0.01% (n = 330,000); AID 488839;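 active means highest replicate inhibition of at least 50% and at least 75% of replicates reaching 50%; inconclusive means only one of the two criteria met; inactive means both criteria failed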;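 further: plate controls were DMSO neutral control for no effect and GW8510 at 10 µM for full effect; many of its hits are not listed in these tables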
# HTR5A ag = counter-screen for OPRM1-OPRD1 agonists: human HTR5A agonism | actives 0.61% (n = 340,000) | HTR5A agonist assay, luminescence, cell-based | activation, % at 9.3 µM | AID 504692 | P47898; in the data active means activation mostly above about 9.5%, no sharp cut-off; inactive means mostly below about 7.6%;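 further: 0% = cells with vehicle only and 100% = reference agonist; strong numbers were not always called active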
# MITF act = activators of MITF-driven TRPM1 promoter activity in SK-MEL-5 cells. SK-MEL-5 TRPM1-promoter luciferase, 24 h; % of positive control, neutral wells = 0. activation, % at 12.5 µM. actives 0.75% (n = 300,000);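 active means mean activation of at least 80% with every replicate also reaching 80%; inconclusive means mean reaches 80% but some replicate falls short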;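 further: 0% = neutral control wells and 100% = parthenolide positive control wells; values of inactives mirror those of a sister screen read the other way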
# dFosB activator = mouse delta FosB homodimer activation; AID 493131; purified delta FosB, TAMRA-CDK5 oligo fluorescence polarization; percent of positive-control signal above neutral wells; actives 0.99% (n = 340,000); activation, % at 25 µM;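 active means mean activation above about 17%, with every replicate also reaching it, limit read from the data, passing the limit was not always enough; inconclusive means only one of the two conditions met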;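 further: fluorescence polarization rise as delta FosB binds a TAMRA Cdk5 AP-1 oligo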
# PvdQ inh = P. aeruginosa PvdQ acylase inhibition | purified PvdQ acylase, fluorescence plate reader | inhibition, % at 10 µM | AID 488965 | actives 0.063% (n = 340,000); in the data active means inhibition above about 30%, passing the limit was not always enough; inconclusive means no clear call, values can overlap the other calls;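 further: 0% = vehicle neutral wells and 100% = reference inhibitor wells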
# SR-BI HDL uptake = mouse SR-BI HDL lipid transfer inhibition. inhibition, % at 12.5 µM. actives 0.96% (n = 320,000). AID 488896. ldlA[mSR-BI] CHO cells, DiI-HDL uptake fluorescence, 3 h. Q61009;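 active means mean replicate inhibition of at least 70% and a set share of replicates each scoring 70 or more; inconclusive means meets just one of the two criteria; inactive means fails both criteria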;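 further: 0% = median of neutral control wells and 100% = median of positive control wells; values of inactives mirror those of a sister screen read the other way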
# NSD2 HMT inh = blocks human histone methyltransferase NSD2; NSD2 peptide methylation, AlphaScreen, 120 min; inhibition, % at 12.5 µM; actives 0.54% (n = 310,000); in the data active means inhibition above about 50%
# HTR5A inv ag = inverse agonist of human HTR5A in OPRM1-OPRD1 counter-screen. AID 504634. HTR5A cell line, luminescence, inverse agonism. actives 0.083% (n = 340,000). P47898. inhibition, % at 9.3 µM; in the data active means inhibition mostly above about 23%, no sharp cut-off; inactive means mostly below about 18%;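 further: 0% = cells with DMSO and 100% = no-cell wells with DMSO; some compounds called inactive have numbers as strong as hits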
# Wnt act = Wnt/beta-catenin pathway activation; Wnt/beta-catenin reporter cell assay, activator, plate reader; activation, % at 9.35 µM; actives 1.2% (n = 300,000); AID 743398; in the data active means activation above about 30%, passing the limit was not always enough; inconclusive means no clear call, values can overlap the other calls;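 further: 0% = neutral control wells and 100% = positive control wells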
# V-ATPase pHluor = yeast V-ATPase proton transport regulation by pHLuorin | response, % at 10 µM | S. cerevisiae, pHLuorin cytosolic pH fluorescence | actives 0.37% (n = 350,000) | AID 504577; in the data active means response mostly above about 7.3%, no sharp cut-off; inactive means mostly below about 5.4%; further: actives read high; inactives centre near 0; some compounds called inactive have numbers as strong as hits; reference of the scale not given here
# The depositor's hits bear a star; ? = inconclusive; . = not tested or not shown.
1. CCOC(=O)c1sc(SCc2ccccc2)c2c1CC(C)(C)CC2=O
2. COC(=O)c1ccc(COc2ccc(/C=N/O)cc2)o1
3. CCOC(=O)n1c(=O)oc2cc(S(=O)(=O)N3CCOCC3)ccc21
4. O=C(NCC(=O)N(CCc1ccccc1)C(C(=O)NC1CCCCC1)c1ccncc1)c1ccco1 (stereo not drawn)
5. O=C(CSc1ncn[nH]1)NCCC(c1ccccc1)c1ccccc1
6. COc1ccc(S(=O)(=O)N2CCN(Cc3ccccc3)CC2)cc1
7. Cc1cc(OC(C)C(=O)NCCCn2ccnc2)c2c(C)cc(=O)oc2c1 (stereo not drawn)
8. CC(Cc1ccccn1)NC(=O)c1ccc(OC2CCN(Cc3ccccn3)CC2)cc1 (stereo not drawn)
compound no.	1	2	3	4	5	6	7	8
CDK5 p35 inh	2.1	-0.7	0.1	-4.5	-1.2	-1.7	-4.0	-0.5
HTR5A ag	-2	8	-2	-1	-1	2	1	-2
MITF act	-1	.	0	-5	-2	-8	0	4
dFosB activator	-2	-12	5	0	1	0	-14	1
PvdQ inh	-12	-8	4	-17	-61	8	-13	-1
SR-BI HDL uptake	42	9	3	-8	-5	21	10	-4
NSD2 HMT inh	.	-1	-1	-1	0	-2	3	.
HTR5A inv ag	-26	-23	-2	9	2	-2	-8	6
Wnt act	0	0	.	-6	-5	.	-4	0
V-ATPase pHluor	2	1	-1	-1	4	-4	-2	-1

# An excerpt from above in order of heavy-atom count, largest number first:
4. O=C(NCC(=O)N(CCc1ccccc1)C(C(=O)NC1CCCCC1)c1ccncc1)c1ccco1 (stereo not drawn)
8. CC(Cc1ccccn1)NC(=O)c1ccc(OC2CCN(Cc3ccccn3)CC2)cc1 (stereo not drawn)
1. CCOC(=O)c1sc(SCc2ccccc2)c2c1CC(C)(C)CC2=O
3. CCOC(=O)n1c(=O)oc2cc(S(=O)(=O)N3CCOCC3)ccc21
2. COC(=O)c1ccc(COc2ccc(/C=N/O)cc2)o1
compound no.	4	8	1	3	2
CDK5 p35 inh	-4.5	-0.5	2.1	0.1	-0.7
HTR5A ag	-1	-2	-2	-2	8
MITF act	-5	4	-1	0	.
dFosB activator	0	1	-2	5	-12
PvdQ inh	-17	-1	-12	4	-8
SR-BI HDL uptake	-8	-4	42	3	9
NSD2 HMT inh	-1	.	.	-1	-1
HTR5A inv ag	9	6	-26	-2	-23
Wnt act	-6	0	0	.	0
V-ATPase pHluor	-1	-1	2	-1	1

# (next part)
9. CCc1ccc(N2CC(C(=O)OCC(=O)NC3CCS(=O)(=O)C3)CC2=O)cc1 (stereo not drawn)
10. Cn1ccnc1Sc1nnnn1-c1ccccc1
11. CC(=O)c1cccc(NC(=O)[C@@H](NC(N)=O)C(C)C)c1
12. COc1ccccc1C(=O)NCCC(=O)Nc1ccncc1
13. COCCCNC(=S)N1CCN(c2nc(-c3ccccc3)cs2)CC1
14. NC(=S)N/N=C/c1ccc([N+](=O)[O-])cc1
15. CCOC(=O)c1[nH]ncc1CN1CCc2ccc(NC(=O)C3CCCO3)cc2C1 (stereo not drawn)
16. Cc1ccc(NC(=S)N(CCN2CCCCC2)Cc2ccco2)cc1C
compound no.	9	10	11	12	13	14	15	16
CDK5 p35 inh	-1.5	-0.3	-1.3	0.0	1.6	-0.4	-0.9	0.6
HTR5A ag	1	-1	2	2	7	4	1	0
MITF act	.	-2	-15	1	.	-2	-2	-5
dFosB activator	5	6	2	1	-6	-1	-4	-12
PvdQ inh	-7	-16	-1	-4	-13	-1	-7	3
SR-BI HDL uptake	-8	-22	-7	5	19	1	11	-5
NSD2 HMT inh	6	-3	5	-2	0	-4	-2	1
HTR5A inv ag	-3	3	2	-3	-27	-11	-44	0
Wnt act	-3	-5	?	-1	-2	8	0	0
V-ATPase pHluor	0	-1	0	5	-3	4	4	-3

17. O=C1CCCN1CCC(=O)N1CCCC(Nc2ccc(F)c(F)c2)C1 (stereo not drawn)
18. O=C(COC(=O)c1ccc(O)cc1O)Nc1nnc(-c2ccccc2)o1
19. CSc1nc2nc(-c3cccs3)cc(C(F)(F)F)c2c(=O)[nH]1
20. c1ccc(-c2ccc(-c3cn4c(n3)CCC4)cc2)cc1
21. O=C1OCCC1Sc1nnc(-c2ccc(Cl)cc2Cl)o1 (stereo not drawn)
22. Cc1cc2c(c(N3CCOCC3)n1)C(=O)OC2
23. Fc1ccc(NC(=S)N/N=C/c2cccc(Br)c2)c(F)c1
24. CC(OC(=O)c1cc2sccc2n1C)C(=O)NCCc1ccccc1 (stereo not drawn)
compound no.	17	18	19	20	21	22	23	24
CDK5 p35 inh	-0.1	0.5	-2.3	0.7	-0.4	0.3	-1.0	5.1
HTR5A ag	2	3	-6	2	-2	5	3	2
MITF act	10	12	-16	-3	-40	-2	8	-14
dFosB activator	-5	-7	-14	-9	1	5	36*	7
PvdQ inh	-8	-6	-13	-6	-16	3	-10	5
SR-BI HDL uptake	-19	24	-21	9	-16	-30	11	-12
NSD2 HMT inh	-1	0	-1	3	-2	-3	0	3
HTR5A inv ag	-8	-6	3	-5	-7	13	-7	-5
Wnt act	2	2	3	-5	-4	.	-3	.
V-ATPase pHluor	-2	3	6	9	2	4	1	3

25. COCC(=O)Nc1sc2c(c1C(=O)OC)C(C(=O)OC)CC2 (stereo not drawn)
26. O=C(CCc1nc2sc3c(c2c(=O)[nH]1)CCCC3)NCC(=O)Nc1ccccc1Br
27. Cc1ccc(C)c(NS(=O)(=O)c2ccc(OCC(=O)NCc3cccnc3)cc2)c1
28. CC(=NNC(=O)Cn1ccc(C(F)(F)F)n1)c1ccc(-n2ccnc2)cc1
29. COc1ccc(N2CCN(C(=O)CNC(=O)c3nn(-c4ccc(OC)cc4)c(=O)c4ccccc34)CC2)cc1
30. CCOC(=O)C1(C)NC(c2ccco2)C2C(=O)N(c3ccc(C)cc3)C(=O)C21 (stereo not drawn)
31. COc1cc(/C=N/NC(=O)CC(=O)NC2CCCCC2)ccc1O
32. NC(=O)c1c(NC(=O)C2c3ccccc3Oc3ccccc32)sc2c1CCCCC2
compound no.	25	26	27	28	29	30	31	32
CDK5 p35 inh	0.8	0.0	0.8	0.3	-0.8	1.5	0.0	0.2
HTR5A ag	1	10	-3	-1	7	1	-1	-2
MITF act	-10	-7	-9	-4	.	-3	-13	3
dFosB activator	-1	-12	3	-8	3	-10	6	3
PvdQ inh	-4	-18	10	-5	0	8	2	6
SR-BI HDL uptake	0	-17	-23	33	.	-3	.	22
NSD2 HMT inh	0	2	-2	2	-2	5	0	0
HTR5A inv ag	-4	-27	7	4	-21	9	2	-6
Wnt act	0	0	0	-1	-4	.	-2	.
V-ATPase pHluor	4	-5	-8	-1	2	-1	1	-4

33. O=C(Nc1c(-c2ccccc2)nc2sccn12)c1ccccc1
34. CC(=O)N1CCN(c2nc(-c3ccco3)c3c(c2C#N)CC(C)(C)SC3)CC1
35. Cc1cccc(NS(=O)(=O)c2ccc(C)c(C(N)=O)c2)c1
36. Cc1ccc(S(=O)(=O)NCc2nc(-c3ccccc3)no2)cc1
37. C=C(C)Cn1c(CCNC(=O)c2ccco2)nc2ccccc21
38. O=C(OCC(=O)N1CCN(C(=O)c2ccco2)CC1)c1sc2ccccc2c1Cl
39. CCOC(=O)c1cc2c(=O)c3ccccc3oc2nc1C
40. COC(=O)c1cccc(-n2nnnc2SCC(=O)Nc2cc(C)on2)c1
compound no.	33	34	35	36	37	38	39	40
CDK5 p35 inh	-1.4	-0.4	1.5	0.3	1.8	-1.0	-0.6	0.0
HTR5A ag	10	4	-2	-1	3	6	-1	-4
MITF act	.	.	-7	-2	-1	2	28	5
dFosB activator	-3	-3	3	-1	4	-2	-9	9
PvdQ inh	0	-2	-14	-1	8	3	-9	9
SR-BI HDL uptake	-36	56	16	-20	.	37	-10	-10
NSD2 HMT inh	-1	-5	-2	-1	.	2	23	-1
HTR5A inv ag	-9	-8	6	16	-7	5	3	-29
Wnt act	2	0	.	-1	-2	.	11	.
V-ATPase pHluor	-8	-2	-2	1	-2	0	-1	-2

41. COc1cccc(/C=N/NC(=O)c2cc3c(OC)cccc3[nH]2)c1O
42. COC(=O)c1cc(C(=O)OC)cc(-n2c(C)cc(C=O)c2C)c1
43. COc1ccc(Cl)cc1NC(=O)CN1C(=O)NC2(CCCC2)C1=O
44. Cc1cc(C)c2nc(-c3ccncc3)cc(C(=O)N3CCN(Cc4ccccc4Cl)CC3)c2c1
45. CC1CCCN(S(=O)(=O)c2ccc3c(c2)C(C)(C)C(=O)N3C)C1 (stereo not drawn)
46. CCC(=O)c1cn(CC(=O)Nc2ccc(C)cc2C)c2ccccc12
47. Cc1ccc2nsnc2c1S(=O)(=O)N(Cc1ccco1)Cc1cc2ccc(C)c(C)c2[nH]c1=O
48. CCC(C)NC(=O)CSc1nc2ccccc2c(=O)n1CCCC(=O)NCC1CCCO1 (stereo not drawn)
compound no.	41	42	43	44	45	46	47	48
CDK5 p35 inh	-0.9	1.8	-0.3	0.5	0.7	0.1	-1.4	-3.2
HTR5A ag	4	-2	3	13*	-8	-3	0	3
MITF act	-15	-5	-9	-9	8	-13	.	-1
dFosB activator	8	-7	-14	-15	3	?	7	-2
PvdQ inh	-13	-5	-14	-16	-8	6	-9	-5
SR-BI HDL uptake	103*	-1	-12	28	-11	-15	2	6
NSD2 HMT inh	-2	5	22	2	.	-1	-5	-1
HTR5A inv ag	-14	27	-8	-10	21	11	13	-7
Wnt act	-1	-1	1	-4	.	0	.	0
V-ATPase pHluor	-2	-3	2	-3	-2	5	1	2

# Structural class: the compounds so far containing bromine
23. Fc1ccc(NC(=S)N/N=C/c2cccc(Br)c2)c(F)c1
26. O=C(CCc1nc2sc3c(c2c(=O)[nH]1)CCCC3)NCC(=O)Nc1ccccc1Br
compound no.	23	26
CDK5 p35 inh	-1.0	0.0
HTR5A ag	3	10
MITF act	8	-7
dFosB activator	36*	-12
PvdQ inh	-10	-18
SR-BI HDL uptake	11	-17
NSD2 HMT inh	0	2
HTR5A inv ag	-7	-27
Wnt act	-3	0
V-ATPase pHluor	1	-5

# Next part:
49. O=C(O)c1cnn(-c2ccccc2)c1-c1ccncc1
50. O=C(c1cc(-c2ccncc2)nc2ccccc12)N1CCOCC1
51. CCOc1c(Br)ccc2c1sc1nc[nH]c(=O)c12
52. Cc1[nH]c(=O)[nH]c(=O)c1S(=O)(=O)Nc1ccc(F)c(Cl)c1
53. Cn1c2ccccc2c2c(=O)oc3ccccc3c21
54. O=C(CSc1ccc([N+](=O)[O-])cc1)c1ccccc1
compound no.	49	50	51	52	53	54
CDK5 p35 inh	0.4	0.7	0.0	-0.8	-0.1	-0.1
HTR5A ag	-1	2	4	5	0	2
MITF act	-10	-4	.	3	27	28
dFosB activator	-3	-2	-21	2	-23	2
PvdQ inh	6	24	3	-17	-16	-4
SR-BI HDL uptake	3	2	-6	-10	-19	1
NSD2 HMT inh	6	.	-8	.	.	-1
HTR5A inv ag	5	-5	-25	-20	-1	-9
Wnt act	0	-1	.	-1	-1	13
V-ATPase pHluor	-4	1	-3	-5	3	-2

# Just V-ATPase pHluor, HTR5A inv ag and SR-BI HDL uptake, for two of the compounds above:
no. | Molecule | V-ATPase pHluor | HTR5A inv ag | SR-BI HDL uptake
15 | CCOC(=O)c1[nH]ncc1CN1CCc2ccc(NC(=O)C3CCCO3)cc2C1 (stereo not drawn) | 4 | -44 | 11
16 | Cc1ccc(NC(=S)N(CCN2CCCCC2)Cc2ccco2)cc1C | -3 | 0 | -5
